Assay outcomes: PubChem BioAssay, The Scripps Research Institute Molecular Screening Center
GPR151 ag: human GPR151 activation | PathHunter beta-arrestin GPR151 cells, luminescence | activation, % at 11.2 µM | actives 1% (n = 650,000); in the data active means activation above about 4.9%;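 further: 0% = median of compound wells and 100% = cells with positive control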
Target sequence (Q8TDV0 whole entry, looked up): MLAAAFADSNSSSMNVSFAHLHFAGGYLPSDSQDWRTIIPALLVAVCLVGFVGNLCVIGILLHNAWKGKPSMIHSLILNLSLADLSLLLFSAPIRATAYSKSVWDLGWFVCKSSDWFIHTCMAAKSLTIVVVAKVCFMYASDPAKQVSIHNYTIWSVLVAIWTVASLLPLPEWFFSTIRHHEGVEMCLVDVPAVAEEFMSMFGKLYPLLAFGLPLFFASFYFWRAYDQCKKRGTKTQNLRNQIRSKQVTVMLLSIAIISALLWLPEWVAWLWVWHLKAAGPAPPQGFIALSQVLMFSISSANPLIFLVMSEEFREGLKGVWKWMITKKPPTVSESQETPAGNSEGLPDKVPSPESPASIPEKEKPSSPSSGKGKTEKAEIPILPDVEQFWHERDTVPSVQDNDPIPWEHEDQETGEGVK
FBW7 act: human FBW7 E3 ligase activation, primary screen. actives 0.13% (n = 650,000). AlphaScreen FBW7–phospho-cyclin E peptide binding, activator screen. normalized activity (activation), % at 26.1 µM. Q969H0; in the data active means normalized activity above about 1.9%;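 further: purified mutant Fbw7 with reduced substrate affinity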
MITF primary: blocks human microphthalmia-associated transcription factor; O75030; AlphaScreen MITF homodimerization, bead proximity signal; inhibition, % at 2.6 µM; actives 0.91% (n = 650,000); AID 1259374; in the data active means inhibition above about 50%;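 further: 0% = vehicle wells with protein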
Target sequence (O75030 whole entry, looked up): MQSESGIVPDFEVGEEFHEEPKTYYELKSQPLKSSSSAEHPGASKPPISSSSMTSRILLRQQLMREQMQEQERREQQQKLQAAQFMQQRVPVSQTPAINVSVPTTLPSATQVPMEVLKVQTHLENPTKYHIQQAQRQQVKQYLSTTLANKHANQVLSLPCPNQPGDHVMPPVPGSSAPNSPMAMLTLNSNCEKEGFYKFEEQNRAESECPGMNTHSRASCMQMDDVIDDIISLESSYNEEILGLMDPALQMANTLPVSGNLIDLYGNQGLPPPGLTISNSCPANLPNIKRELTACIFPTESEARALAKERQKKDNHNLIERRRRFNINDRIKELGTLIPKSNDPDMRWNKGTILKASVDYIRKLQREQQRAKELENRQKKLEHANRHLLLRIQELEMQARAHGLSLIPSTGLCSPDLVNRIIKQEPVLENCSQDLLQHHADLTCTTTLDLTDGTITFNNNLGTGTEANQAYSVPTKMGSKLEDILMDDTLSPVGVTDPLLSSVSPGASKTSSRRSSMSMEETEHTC
TEAD-YAP block: TEAD-YAP interaction inhibition; actives 1.4% (n = 640,000); HEK-TIYL cells, TEAD-Gal4/YAP UAS-luciferase luminescence; inhibition, % at 9.12 µM; in the data active means inhibition above about 32%;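 further: 0% = median of test compound wells and 100% = reference inhibitor wells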
* marks the source's active call; other numbers are inactive results.

#1 O=C(Nc1cccc(C(F)(F)F)c1)N1CCOCC1
#2 CC(C)(C)c1ccc(-c2nc3cc(NC(=O)c4cc5ccccc5o4)ccc3o2)cc1
#3 CC(=O)C1=C(c2ccc(C)cc2)N(C(C)=O)n2c(nnc2C2CCCCC2)S1
#4 CCCCCCCOC(=O)C1=C(C)Nc2nnnn2C1c1ccccc1[N+](=O)[O-] (stereo not given)
#5 Cc1c(C(=O)OC(C)C)sc(NC(=O)CCc2ccccc2)c1C(N)=O

assay / compound | 1 | 2 | 3 | 4 | 5
GPR151 ag | -1.2 | 0.0 | 1.3 | 1.6 | -0.3
FBW7 act | -0.1 | -0.2 | 0.1 | -0.1 | 0.0
MITF primary | 8 | 3 | 4 | 5 | 10
TEAD-YAP block | -14 | 18 | 8 | 14 | 4

#6 Cc1ccc(C)c(OCC(=O)Nc2ccc(S(=O)(=O)Nc3nccs3)cc2)c1C
#7 COCCCNC(=O)COc1cccc(C)c1
#8 CC(C)C[C@@H]1NC(=O)[C@@H]2C[C@H](NCc3ccccc3)CN2C1=O
#9 Cc1ccc(C)c(NC(=O)Nc2nnc(N3CCCCC3C)s2)c1 (stereo not given)
#10 COc1c(Cl)ccc(Cl)c1C(=O)Nc1ccc(Br)cc1

assay / compound | 6 | 7 | 8 | 9 | 10
GPR151 ag | -1.1 | -0.8 | -0.7 | 2.0 | -0.7
FBW7 act | -0.1 | 0.1 | 0.1 | 0.6 | 0.6
MITF primary | -4 | 9 | -11 | 5 | 10
TEAD-YAP block | 2 | 0 | -8 | -6 | 12

#11 CC(=O)c1nc2ccccc2s1
#12 CCOC(=O)CNC(=O)Nc1ccccc1C(F)(F)F
#13 CO/N=C(\c1nonc1N)N1CCN(c2ccc(C(F)(F)F)cc2[N+](=O)[O-])CC1
#14 NNC(=O)c1ccc(OC2OCCOC2Oc2ccc(C(=O)NN)cc2)cc1 (stereo not given)
#15 O=C(NCCc1ccccc1)C(=O)N/N=C/c1ccc(F)cc1

assay / compound | 11 | 12 | 13 | 14 | 15
GPR151 ag | 0.6 | 2.1 | -0.3 | 3.4 | 0.7
FBW7 act | -0.1 | 0.1 | -0.1 | 0.3 | 0.4
MITF primary | 3 | 2 | 10 | -3 | 15
TEAD-YAP block | 1 | 1 | -18 | 10 | -3

#16 Fc1cc(-c2cn[nH]c2)cc2[nH]c(C3COc4ccccc4O3)nc12 (stereo not given)
#17 COc1ccc(C(=O)N2c3ccccc3N3C(c4c(C)cc(C)cc4C)=NON23)cc1
#18 COc1cc(C[C@@H](CO)[C@H](CO)Cc2ccc(O)c(OC)c2)ccc1O
#19 Cn1c(=O)c2cc(C(=O)NCCCn3ccnc3)n(Cc3ccco3)c2n(C)c1=O
#20 N#Cc1cc(C#N)c(SCC(=O)NCc2ccco2)nc1N

assay / compound | 16 | 17 | 18 | 19 | 20
GPR151 ag | 1.5 | 0.5 | -0.7 | -1.2 | 0.0
FBW7 act | -0.2 | 0.3 | 0.0 | 0.1 | -0.1
MITF primary | -6 | 3 | -5 | 9 | -5
TEAD-YAP block | -89 | 9 | 2 | -1 | -2

#21 CC(=O)C(Sc1nc(NC(C)(C)C)nc(N(C)C)n1)C(C)=O
#22 Cc1cccc(NC(=O)CSc2nnc3[nH]c(=O)c(C)c(C)n23)c1C
#23 COc1ccc2cc(C(=O)N3CCC[C@H]3[C@H](O)c3nc4ccccc4s3)[nH]c2c1
#24 COC(=O)c1ccc(C2C3=C(CC(C)(C)CC3=O)N(c3cccc(C(F)(F)F)c3)C3=C2C(=O)CC(C)(C)C3)cc1
#25 O=C1NC(=O)C(=Cc2ccc(OCc3ccccc3)c(C(=O)O)c2)C(=O)N1

assay / compound | 21 | 22 | 23 | 24 | 25
GPR151 ag | -0.5 | -1.5 | -0.6 | 6.8* | 5.6*
FBW7 act | -0.1 | -0.1 | 0.2 | 0.0 | -1.0
MITF primary | -3 | -10 | 14 | 2 | 11
TEAD-YAP block | -8 | -4 | 8 | 8 | 7

#26 COc1ccc(OC)c(NC(=O)CCCn2c(=S)[nH]c3ccccc3c2=O)c1
#27 CC(C)c1ccc(-c2csc(NC(=O)c3ccc(S(=O)(=O)N4CCc5ccccc54)cc3)n2)cc1
#28 CC1CCN(c2nnc(NC(=O)c3csc4c3CCCC4)s2)CC1
#29 COCCCNC(=O)/C(C#N)=C/c1ccc(OCC(C)C)c2ccccc12
#30 O=C(Cn1ncn2c(cc3ccsc32)c1=O)N1CCCCCC1

assay / compound | 26 | 27 | 28 | 29 | 30
GPR151 ag | 0.6 | -0.2 | 0.6 | 0.8 | -1.4
FBW7 act | 0.4 | 0.0 | 0.0 | -0.1 | 0.0
MITF primary | 12 | -1 | 10 | 12 | -3
TEAD-YAP block | 5 | 1 | 3 | -6 | -13

#31 COc1ccc(OC)c(C2=N/C(=C\c3ccc([N+](=O)[O-])cc3)C(=O)O2)c1
#32 COc1ccc(CCC(=O)Nc2nc3c(s2)C(=O)CC(C)(C)C3)cc1
#33 Cc1ccc2c(c1)CN(CC(=O)NCC1COCCO1)CC(c1ccsc1)O2 (stereo not given)
#34 Cn1c(SCC(=O)Nc2ccc(Cl)cc2)nnc1-c1cccs1
#35 Cc1ccc(C(=O)CC(=O)c2ccccc2)c(O)c1

assay / compound | 31 | 32 | 33 | 34 | 35
GPR151 ag | -0.1 | 6.5* | 1.2 | 0.9 | -1.3
FBW7 act | 0.1 | 0.4 | -0.1 | -0.1 | -0.1
MITF primary | -3 | -7 | -2 | 9 | 0
TEAD-YAP block | -3 | 14 | -4 | 17 | -17

#36 CCC(CC)CN1CCc2nnc(C(C)NC(=O)c3ccco3)n2CC1 (stereo not given)
#37 C/C(N)=C(/C#N)C(=O)COC(=O)COc1ccc(Cl)cc1
#38 COc1cccc(NC(=O)N2CCOCC2)c1
#39 COC(=O)c1ccc(/C=N/NC(=O)c2ccccc2NC(=O)c2ccc(F)cc2)cc1
#40 COC(=O)c1cc(NC(=O)C23CCC(C)(C(=O)C2)C3(C)C)cc(C(=O)OC)c1 (stereo not given)

assay / compound | 36 | 37 | 38 | 39 | 40
GPR151 ag | -1.3 | 2.3 | -0.5 | -1.0 | 1.9
FBW7 act | -0.1 | -0.1 | 0.0 | -0.1 | 0.0
MITF primary | -3 | 5 | 13 | -5 | -8
TEAD-YAP block | 5 | 0 | -9 | -4 | 7

#41 O=C(CC1(O)C(=O)Nc2ccc(I)cc21)c1cccs1 (stereo not given)
#42 CCOC(=O)c1cn(CC(=O)Nc2cccc(C)c2C)nn1
#43 CCOc1ccc(NC(=O)Nc2cc(Cl)c(OC)cc2OC)cc1
#44 O=C(c1ccc(N2CCCC2)c([N+](=O)[O-])c1)N1CCCCCC1
#45 O=c1c2ccccc2nc(SCc2ccc([N+](=O)[O-])cc2)n1-c1ccc(F)cc1

assay / compound | 41 | 42 | 43 | 44 | 45
GPR151 ag | -0.8 | 0.7 | -2.0 | -0.2 | 1.9
FBW7 act | -0.1 | 0.0 | -0.1 | -0.2 | -0.2
MITF primary | -9 | 15 | 3 | 13 | 6
TEAD-YAP block | -4 | 6 | -12 | 4 | -8

#46 COc1ccc(NCn2c(=O)oc3cc(Br)ccc32)cc1
#47 COc1ccc(C2/C(=C(/O)c3ccc(F)cc3)C(=O)C(=O)N2CCN(C)C)cc1 (stereo not given)
#48 C/C=C(/C)C(=O)O[C@H]1C[C@@]2(C)O[C@H]2[C@@H](OC(C)=O)C2(C)CC[C@@](O)(C(C)C)[C@H]12 (stereo not given in full)
#49 Cn1nc(-c2ccccc2)cc1C(=O)NC1CCCCC1N1C(=O)CSC1=O (stereo not given)
#50 CCN(c1ccccc1)c1c(-c2ccc(C)cc2)c(=O)c1=O

assay / compound | 46 | 47 | 48 | 49 | 50
GPR151 ag | -0.9 | -1.7 | 1.6 | -0.4 | 2.0
FBW7 act | -0.1 | -0.1 | -0.1 | 0.1 | 0.1
MITF primary | 2 | -5 | 8 | 8 | -19
TEAD-YAP block | -8 | -2 | 5 | 2 | -11

#51 O=C1CC(C(=O)Nc2cccc(Br)c2)C2(CCCCC2)O1 (stereo not given)
#52 Cc1ccc(N2CCN(c3ccc(C)cc3)C2c2ccc(C(C)C)cc2)cc1
#53 CCCCn1c(N2CCN(Cc3c(F)cccc3Cl)CC2)nc2c1c(=O)[nH]c(=O)n2C
#54 CCC(C)C(NC(=O)C1CCC(C)CC1)C(=O)NCc1cccnc1 (stereo not given)
#55 O=C1NC(=S)N/C1=C\c1ccccc1OCc1ccccc1Cl

assay / compound | 51 | 52 | 53 | 54 | 55
GPR151 ag | -0.4 | -1.3 | -1.6 | -0.7 | -1.5
FBW7 act | 0.7 | -0.1 | 0.1 | 0.1 | 0.2
MITF primary | 9 | 0 | 5 | 16 | 8
TEAD-YAP block | 5 | -6 | -2 | -1 | 1

#56 CCC(Oc1ccccc1)C(=O)N1C(=O)c2cccc(N)c2C1=O (stereo not given)
#57 O=C(COC(=O)c1cccnc1)Nc1ccc2c(c1)OCO2
#58 CC(C)OCCCNc1nc2c(S(=O)(=O)c3ccccc3)nnn2c2ccsc12
#59 CCc1ccc(N2C(=O)c3ccccc3NC2c2ccc(Cl)cc2)cc1 (stereo not given)
#60 COc1cc2c(cc1OC)CC(C)(C)N(Cc1ccco1)C2

assay / compound | 56 | 57 | 58 | 59 | 60
GPR151 ag | 0.4 | 0.2 | 2.0 | 2.6 | 0.0
FBW7 act | 0.2 | 0.0 | -0.1 | 0.1 | -0.3
MITF primary | 11 | 12 | -14 | 13 | 1
TEAD-YAP block | -8 | 0 | 3 | -50 | -8

#61 Cc1cc(NC(=O)CCC(=O)N(CC(=O)NCC2CCCO2)Cc2cccs2)no1 (stereo not given)
#62 COC(=O)CNC(=O)NS(=O)(=O)c1ccc(C)cc1
#63 Cc1cc(NCCO)c2cc(O)ccc2n1
#64 c1ccc2c(c1)CC(c1nc3ccc(-c4ccnc5[nH]ccc45)cc3[nH]1)CO2 (stereo not given)
#65 CSc1ccc(CC(=O)Nc2nnc(-c3ccc(C)cc3C)o2)cc1

assay / compound | 61 | 62 | 63 | 64 | 65
GPR151 ag | 0.0 | -0.5 | -0.1 | 0.2 | 3.7
FBW7 act | 0.3 | -0.1 | 0.2 | 0.7 | 0.1
MITF primary | 20 | 4 | 1 | 16 | -14
TEAD-YAP block | 10 | 7 | -8 | 28 | 4

#66 CC(C)=NNc1nc(N2CCOCC2)nc(N2CCOCC2)n1
#67 Cc1ccc(OCC(=O)Nc2cccc3nsnc23)cc1
#68 Cc1cc(Nc2ccc(C(=O)N3CCN(c4ccccn4)CC3)cc2)n2ncnc2n1
#69 CN(C)CCCN(Cc1cc2cc3c(cc2[nH]c1=O)OCCO3)C(=O)Nc1ccccc1
#70 CC(C)[C@H](Cn1nc(-c2cccs2)ccc1=O)NC(=O)c1ccn(C)n1

assay / compound | 66 | 67 | 68 | 69 | 70
GPR151 ag | 0.3 | 1.2 | -0.9 | -1.3 | 0.2
FBW7 act | 0.0 | 0.5 | 0.6 | -0.1 | -0.1
MITF primary | -10 | -1 | 19 | 10 | -6
TEAD-YAP block | -16 | 4 | 10 | -1 | -4

#71 CC(=O)N1CCc2cc(Br)cc(S(=O)(=O)N3CCN(c4ccc(C)cc4)C(C)C3)c21 (stereo not given)
#72 Cc1noc(C)c1-c1cccc(C(=O)NCCO)n1
#73 N#CC1=C(N)Oc2cc(N)ccc2C1c1ccccc1 (stereo not given)
#74 O=C(c1cccnc1)N1N=C(c2cccs2)CC1c1ccc(F)cc1 (stereo not given)
#75 CCC(=O)Nc1sc2c(c1C(=O)Nc1ccccc1Cl)CCC2
#76 Cc1ccc(/C=C/C(=O)Nc2ccc(-c3nnc4n3CCCCC4)cc2)o1
#77 O=C(NCCn1nnn(-c2ccccc2)c1=O)C1CC1
#78 COc1ccc(/C=C(\NC(=O)c2ccccc2)C(=O)NCc2ccccc2)cc1

assay / compound | 71 | 72 | 73 | 74 | 75 | 76 | 77 | 78
GPR151 ag | 1.4 | 0.4 | -0.9 | -2.3 | 2.1 | 0.1 | 0.1 | -0.4
FBW7 act | 0.0 | 0.4 | 0.2 | 0.8 | 0.1 | -0.1 | 0.5 | 0.0
MITF primary | 16 | 11 | 5 | 11 | -7 | 4 | 0 | 3
TEAD-YAP block | -7 | 5 | -8 | 6 | 3 | 9 | -3 | 4

In the list so far, these contain a thiophene ring, fused or not.
#5 Cc1c(C(=O)OC(C)C)sc(NC(=O)CCc2ccccc2)c1C(N)=O
#28 CC1CCN(c2nnc(NC(=O)c3csc4c3CCCC4)s2)CC1
#30 O=C(Cn1ncn2c(cc3ccsc32)c1=O)N1CCCCCC1
#33 Cc1ccc2c(c1)CN(CC(=O)NCC1COCCO1)CC(c1ccsc1)O2 (stereo not given)
#34 Cn1c(SCC(=O)Nc2ccc(Cl)cc2)nnc1-c1cccs1
#41 O=C(CC1(O)C(=O)Nc2ccc(I)cc21)c1cccs1 (stereo not given)
#58 CC(C)OCCCNc1nc2c(S(=O)(=O)c3ccccc3)nnn2c2ccsc12

assay / compound | 5 | 28 | 30 | 33 | 34 | 41 | 58
GPR151 ag | -0.3 | 0.6 | -1.4 | 1.2 | 0.9 | -0.8 | 2.0
FBW7 act | 0.0 | 0.0 | 0.0 | -0.1 | -0.1 | -0.1 | -0.1
MITF primary | 10 | 10 | -3 | -2 | 9 | -9 | -14
TEAD-YAP block | 4 | 3 | -13 | -4 | 17 | -4 | 3

#61 Cc1cc(NC(=O)CCC(=O)N(CC(=O)NCC2CCCO2)Cc2cccs2)no1 (stereo not given)
#70 CC(C)[C@H](Cn1nc(-c2cccs2)ccc1=O)NC(=O)c1ccn(C)n1
#74 O=C(c1cccnc1)N1N=C(c2cccs2)CC1c1ccc(F)cc1 (stereo not given)
#75 CCC(=O)Nc1sc2c(c1C(=O)Nc1ccccc1Cl)CCC2

assay / compound | 61 | 70 | 74 | 75
GPR151 ag | 0.0 | 0.2 | -2.3 | 2.1
FBW7 act | 0.3 | -0.1 | 0.8 | 0.1
MITF primary | 20 | -6 | 11 | -7
TEAD-YAP block | 10 | -4 | 6 | 3
